Compound activity: PubChem BioAssay, several laboratories
NPR1 activator = GC-A (human) enzyme activation | hit rate 0.14% among 370,000 | P16066 | HEK293 GC-A cells, cGMP TR-FRET, EC30 ANP; 0% at EC30 ANP, 100% saturating ANP | activation, % at 10 µM; in the data active means activation above about 40%
Target sequence (P16066 whole entry, looked up): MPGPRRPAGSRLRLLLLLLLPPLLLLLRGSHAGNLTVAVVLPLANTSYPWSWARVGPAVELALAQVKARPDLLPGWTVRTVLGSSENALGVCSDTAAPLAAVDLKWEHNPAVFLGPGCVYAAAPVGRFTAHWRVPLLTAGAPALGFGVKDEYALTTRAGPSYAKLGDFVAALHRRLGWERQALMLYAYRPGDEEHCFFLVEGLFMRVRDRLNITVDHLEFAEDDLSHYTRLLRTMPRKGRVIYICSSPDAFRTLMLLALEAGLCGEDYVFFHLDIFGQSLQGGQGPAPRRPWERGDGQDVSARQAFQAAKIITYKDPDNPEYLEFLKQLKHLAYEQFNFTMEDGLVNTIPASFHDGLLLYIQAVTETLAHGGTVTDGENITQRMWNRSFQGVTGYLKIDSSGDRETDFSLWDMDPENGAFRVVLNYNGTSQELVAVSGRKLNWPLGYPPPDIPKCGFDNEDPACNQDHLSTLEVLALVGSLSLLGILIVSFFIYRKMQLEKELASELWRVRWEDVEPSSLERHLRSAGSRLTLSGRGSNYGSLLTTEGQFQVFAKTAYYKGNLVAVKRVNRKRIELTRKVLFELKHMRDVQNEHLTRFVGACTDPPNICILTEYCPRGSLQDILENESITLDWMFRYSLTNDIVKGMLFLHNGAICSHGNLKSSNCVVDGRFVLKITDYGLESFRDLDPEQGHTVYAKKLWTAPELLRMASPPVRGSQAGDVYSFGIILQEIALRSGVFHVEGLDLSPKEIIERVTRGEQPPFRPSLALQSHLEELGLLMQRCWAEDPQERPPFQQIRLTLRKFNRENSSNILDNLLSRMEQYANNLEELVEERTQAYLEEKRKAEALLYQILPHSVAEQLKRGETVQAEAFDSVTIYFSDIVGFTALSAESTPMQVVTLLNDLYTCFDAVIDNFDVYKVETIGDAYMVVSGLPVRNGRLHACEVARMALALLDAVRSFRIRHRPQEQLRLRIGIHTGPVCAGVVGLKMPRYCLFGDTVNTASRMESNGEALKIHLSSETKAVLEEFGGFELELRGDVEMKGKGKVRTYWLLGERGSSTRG
mABHD4 FP = inhibitors of mouse ABHD4; inhibition, % at 8.92 µM; purified mABHD4, FP-Rh probe fluorescence polarization; hit rate 0.54% among 370,000; Q8VD66; AID 720543;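 active means inhibition exceeding the mean over every tested compound plus 3 SD, cut at about 30% in these data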;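 further: 0% = plate median of compound wells and 100% = S159A mutant with DMSO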
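Doses – 8.92 µM, single dose · Material – wild-type mouse ABHD4 protein · Replication – single well per compound (singlicate) · Measure – percent inhibition of probe binding, normalized to plate controls · Schedule – 45 min compound pre-incubation plus 60 min probe step, 25 °C · Detection – fluorescence polarization with parallel and perpendicular emission, 525/598 nm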
HTRA1 inh = HTRA1 (human) protease inhibition. Q92743. recombinant HTRA1, FP-rhodamine activity-based probe, fluorescence polarization. inhibition, % at 5.96 µM. hit rate 0.5% among 340,000; in the data active means inhibition above about 36%;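 further: 0% = enzyme with DMSO and 100% = wells lacking enzyme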
UHRF1 MBD2 ctr = UHRF1 methyl-DNA binding inhibition; UHRF1 binding to methylated oligo, TR-FRET; inhibition, % at 4.4 µM; hit rate 0.75% among 370,000; in the data active means inhibition above about 21%;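 further: UHRF1 SRA domain binding a hemimethylated CpG hairpin DNA probe; 0% = median of test compound wells and 100% = reference inhibitor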
TCR-CD3 inh = human TCR-CD3 binding inhibition; TAMRA-labeled TCR probe fluorescence, biochemical; hit rate 0.37% among 360,000; AID 651800; inhibition, % at 9.4 µM; in the data active means inhibition above about 19%;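 further: recombinant mutant TCR 2C K166C tagged with TAMRA read by polarization; 0% = receptor in buffer alone and 100% = receptor with positive control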
SIAE primary = blocks human sialic acid acetylesterase; Q9HAT2; inhibition, % at 9.66 µM; AID 1053197; SIAE FP-Rh probe binding, fluorescence polarization; hit rate 0.69% among 370,000;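 active means inhibition above a cutoff: mean of compounds within the control limits plus 3 SD of those, cut at about 17% in these data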;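 further: 0% = plate median of compound wells and 100% = probe without SIAE protein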
MBD2 inh = inhibitors of human MBD2 binding to methylated oligonucleotide; Q9UBB5; TR-FRET; inhibition, % at 4.4 µM; hit rate 0.31% among 370,000; AID 686964; in the data active means inhibition above about 13%
GC-B act = GC-B (human) receptor activation. activation, % at 10 µM. hit rate 0.11% among 370,000. P20594. HEK293-GC-B cells, CNP EC30, cGMP TR-FRET; 0% at EC30 CNP, 100% saturating CNP. AID 1920062;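 active means activation at 10 µM reaching about 35% in either raw or pattern-adjusted values, limit read from the data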
rCAG binder = molecules binding r(CAG) RNA repeats; r(CAG) RNA repeat, TO-PRO-1 dye displacement fluorescence; inhibition, % at 3 µM; hit rate 1.3% among 370,000; AID 651821;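 active means inhibition above the plate cutoff, the mean of all test compounds on that plate plus 3 SD, cut at about 35% in these data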;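 further: 0% = DMSO alone and 100% = 100 µM mitoxantrone as full dye displacement; higher means more dye released from RNA so lower well fluorescence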
PRMT1 FP inh = blocks human protein arginine methyltransferase 1. hit rate 1.3% among 370,000. Q99873. recombinant PRMT1, activity-based probe fluorescence polarization. inhibition, % at 2.79 µM;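 active means inhibition above about 21% made by adding two undisclosed values, limit read from the data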
An asterisk follows results filed as active; · = not tested or not shown. The list is partial. The share of hits here may be higher or lower than overall.

SMILES	NPR1 activator	mABHD4 FP	HTRA1 inh	UHRF1 MBD2 ctr	TCR-CD3 inh	SIAE primary	MBD2 inh	GC-B act	rCAG binder	PRMT1 FP inh
CCOc1ccc(CN(CCO)CCO)cc1[N+](=O)[O-]	-0.4	3.0	-2.0	-3.5	6.8	3.4	-5.7	4.4	0.8	0.1
O=C(NCC1CCN(C(=O)c2cccc([N+](=O)[O-])c2)CC1)c1cccc([N+](=O)[O-])c1	-2.7	1.0	-5.4	-1.1	4.0	-2.6	-1.5	2.1	3.0	-0.4
OC(COC1CCCCC1)CN1CCN(c2ccccc2)CC1 (stereo unspecified)	4.2	-5.2	6.9	0.8	-15.9	9.9	-6.2	-0.2	-4.8	-2.8
COc1ccc(-c2cc(C(=O)OCC(=O)c3ccc(C)c([N+](=O)[O-])c3)c3ccccc3n2)cc1	-0.1	2.5	0.4	2.2	3.5	-3.7	5.8	-2.0	-2.8	-0.9
CCC1(CC)NC(=O)N(CC(=O)OC(C)C(=O)Nc2ccc(NC(C)=O)cc2)C1=O (stereo unspecified)	0.2	-1.3	2.3	3.4	-3.3	2.1	5.0	-3.9	-2.1	1.1
Cc1c(C(=O)NNC(=S)Nc2cccc(Cl)c2)nnn1-c1ccccc1	-0.3	11.8	6.0	-8.5	3.3	0.6	2.0	0.3	45.4*	-5.1
Cc1nnc(NC(=O)c2nn(CC(C)C)c(=O)c3ccccc23)s1	-2.6	-0.6	3.0	1.1	5.1	-6.0	2.1	-5.7	-4.9	-1.0
Cc1csc2c(N3CCN(C(=O)Nc4ccccc4)CC3)ncnc12	4.2	0.9	3.3	-0.9	-6.2	-2.9	-1.5	4.8	-4.5	0.1
CCn1c(CNc2ccc(C)cc2)nnc1SCC(=O)NCc1ccccc1	2.4	-6.2	2.7	-0.5	6.0	4.1	4.8	-2.9	-8.7	-3.2
COc1cccc(CN(C)CC(O)COc2cc(Cl)ccc2Cl)c1 (stereo unspecified)	-8.1	7.1	-11.1	3.1	-4.8	-0.1	1.0	6.9	-6.6	-2.0
CCOc1ccc(N2CC(C(=O)OC)CC2=O)cc1 (stereo unspecified)	-0.4	-4.8	2.2	1.9	4.9	-7.8	-1.3	1.2	-1.4	-1.2
O=C(N/N=C/c1ccccn1)c1ccc([N+](=O)[O-])cc1	-0.9	6.3	8.5	1.2	-3.5	-5.3	0.3	-1.0	0.7	2.8
CC(=O)Nc1ccc(-c2nn[nH]n2)cc1Cl	-0.7	3.6	0.9	-1.7	-1.0	5.3	2.5	1.3	1.4	2.0
CS(=O)(=O)N1CCN(C/C=C/c2ccccc2)CC1	-2.4	-0.1	-3.0	1.1	-4.0	1.9	-4.8	4.4	-4.3	-5.0
O=C(O)C1CCCN1C(=O)OCC1c2ccccc2-c2ccccc21 (stereo unspecified)	0.4	0.3	5.0	-2.1	0.4	-5.5	-2.8	0.6	6.5	-3.1
COc1ccc(-c2nn(Cc3ccccc3)cc2C(=O)N2CCN(c3ccccn3)CC2)cc1OC	1.5	2.6	-1.3	-1.9	0.5	-1.9	-2.2	2.1	1.8	0.9
CN(C)CCCNC(=O)CC1C[C@H](C(=O)N2CCCCC2)[C@@]2(CCc3ccccc3)c3[nH]c4ccccc4c3CCN2C1=O (stereo partly specified)	-3.1	9.2	5.4	-0.6	2.0	-1.1	3.4	-4.5	9.9	-4.5
Cc1ccc(NS(=O)(=O)c2cccc3cccnc23)c(Cl)c1	-0.8	-12.2	-13.9	1.0	-8.8	-0.7	2.5	-4.6	0.2	3.3
CCOC(=O)C1=C(COC(=O)CNS(=O)(=O)c2ccc(C)cc2)NC(=O)NC1C (stereo unspecified)	-7.5	3.0	1.3	4.2	-2.2	-7.0	-1.3	-4.5	-1.5	-1.4
Cc1occc1C(=O)Nc1cccc([N+](=O)[O-])c1	9.2	16.6	-5.6	0.0	2.0	12.9	3.1	10.8	3.5	-1.3
COc1ccc(Cl)cc1NC(=O)Cn1c(C)csc1=O	-1.1	3.8	3.8	-2.2	0.5	-2.4	-9.2	-4.3	6.3	-1.2
O=C(N/N=C/c1cccnc1)c1ccc(NC(=O)c2ccccc2Cl)cc1	2.6	0.2	-17.8	1.0	5.0	-3.5	-1.0	2.6	4.4	0.8
COc1cc(/C=C2/N=C(c3ccccc3)OC2=O)c(F)cc1OCc1ccccc1	-6.6	15.8	-21.0	-0.1	2.1	-7.7	-3.0	5.0	40.1*	-0.4
CCOC(=O)C1=C(c2ccccc2)Nc2ncnn2C1c1cc(OC)cc(OC)c1OC (stereo unspecified)	-1.9	-2.2	-4.9	-1.4	4.2	14.2	-2.4	-2.2	-2.4	-1.0
O=C(c1cc(COc2ccc(F)cc2Cl)on1)N1CC[C@@H]2CCCC[C@H]2C1	-0.3	0.6	-1.9	-0.1	4.3	-1.7	0.3	-0.8	-3.0	0.4
CCOC(=O)C1CCCN(C(=O)Cn2nc(C)n3c(cc4c(OC)cccc43)c2=O)C1 (stereo unspecified)	-0.1	1.7	0.2	-1.6	-5.6	-1.6	-6.9	1.2	-5.2	-1.7
CCOc1ncccc1C(=O)Nc1nnc(C)s1	2.2	2.2	8.0	-1.3	-0.6	0.2	6.1	-3.0	-3.4	-0.1
CO[C@@]12[C@@H]3N[C@@H]3CN1C1=C(C(=O)C(N)=C(C)C1=O)[C@@H]2COC(N)=O	-2.8	8.3	-1.2	9.3	15.1	-3.6	-2.3	5.4	11.7	8.0
Cc1cc(N)ccc1-n1nc2ccccc2n1	2.8	11.0	2.0	1.4	6.2	0.6	7.2	-1.2	-2.7	5.9
CC1(C(=O)Nc2ccc3c(c2)OCCO3)CCN1C(=O)C1(c2ccccc2)CC1 (stereo unspecified)	-1.2	-1.4	·	-0.1	9.0	-0.9	-1.2	-3.6	4.4	-0.1
O=C(CN1CCCCCC1)Nc1ccc([N+](=O)[O-])cc1Cl	4.9	1.4	-12.9	-1.8	1.0	0.1	-0.8	7.4	-0.5	3.3
COCCOCCn1cnc2ccccc21	-0.8	1.6	-0.5	2.9	-8.0	-3.0	3.4	-1.7	-1.2	2.5
COc1cc(OC)cc(N(C(=O)C2COc3ccccc3O2)C(C(=O)NC2CCCCC2)c2ccc(O)cc2)c1 (stereo unspecified)	-20.2	-30.8	-50.7	-1.1	2.3	2.2	2.4	-12.9	8.5	-1.4
Cc1cccc(SC2CCN(C(=O)C3CCC(=O)N(C4CC4)C3)CC2)c1 (stereo unspecified)	2.9	3.6	3.0	-0.2	-2.0	-1.9	0.8	-2.3	-7.6	0.0
Brc1cc2ccccc2[n+](Cc2ccccc2)c1	-0.8	1.8	-5.3	-5.2	2.5	-2.1	-2.8	0.8	-3.0	-1.7
C[C@]12c3[nH]c4ccc(Cl)cc4c3CCN1C(=O)[C@@H](CC(=O)NCCCn1ccnc1)C[C@@H]2C(=O)N1CCCCC1	-5.8	2.5	8.9	-1.9	0.5	-0.9	3.5	-3.9	-1.1	-7.2
COc1ccc(CC(=O)Nc2sc3c(c2C(N)=O)CCCC3)cc1	2.3	-0.6	-17.9	-5.1	0.2	4.0	0.4	5.5	3.6	-2.7
CC1C(=O)N(Cc2cn(CCC3OCCCO3)nn2)CCS(=O)(=O)N1Cc1ccc(-c2ccc(Cl)nc2)cc1 (stereo unspecified)	5.9	-2.1	5.9	2.5	-1.6	6.0	6.4	4.2	6.3	0.9
COc1ccccc1NC(=O)C(=O)NNC(=O)c1ccco1	-4.7	0.6	7.3	1.3	4.2	8.5	3.2	-3.4	4.0	1.7
CCCOC(=O)C1C2C=CC3(CN(c4cccc(Cl)c4)C(=O)C13)O2 (stereo unspecified)	-1.4	5.3	4.4	-2.4	0.2	-1.8	-2.5	-0.4	-0.6	0.3

Six compounds drawn at random from those above, as already listed:
SMILES	NPR1 activator	mABHD4 FP	HTRA1 inh	UHRF1 MBD2 ctr	TCR-CD3 inh	SIAE primary	MBD2 inh	GC-B act	rCAG binder	PRMT1 FP inh
CCOC(=O)C1CCCN(C(=O)Cn2nc(C)n3c(cc4c(OC)cccc43)c2=O)C1 (stereo unspecified)	-0.1	1.7	0.2	-1.6	-5.6	-1.6	-6.9	1.2	-5.2	-1.7
COc1cc(/C=C2/N=C(c3ccccc3)OC2=O)c(F)cc1OCc1ccccc1	-6.6	15.8	-21.0	-0.1	2.1	-7.7	-3.0	5.0	40.1*	-0.4
C[C@]12c3[nH]c4ccc(Cl)cc4c3CCN1C(=O)[C@@H](CC(=O)NCCCn1ccnc1)C[C@@H]2C(=O)N1CCCCC1	-5.8	2.5	8.9	-1.9	0.5	-0.9	3.5	-3.9	-1.1	-7.2
Brc1cc2ccccc2[n+](Cc2ccccc2)c1	-0.8	1.8	-5.3	-5.2	2.5	-2.1	-2.8	0.8	-3.0	-1.7
COc1ccc(CC(=O)Nc2sc3c(c2C(N)=O)CCCC3)cc1	2.3	-0.6	-17.9	-5.1	0.2	4.0	0.4	5.5	3.6	-2.7
Cc1cc(N)ccc1-n1nc2ccccc2n1	2.8	11.0	2.0	1.4	6.2	0.6	7.2	-1.2	-2.7	5.9

New compounds follow:
SMILES	NPR1 activator	mABHD4 FP	HTRA1 inh	UHRF1 MBD2 ctr	TCR-CD3 inh	SIAE primary	MBD2 inh	GC-B act	rCAG binder	PRMT1 FP inh
O=C(CSc1nnc(CNC(=O)c2ccccc2)o1)NCc1ccco1	-0.7	0.0	-2.4	0.6	-1.1	0.5	1.7	-2.6	5.1	2.4
CCOC(=O)c1ccccc1NC(=O)c1cccc([N+](=O)[O-])c1	0.1	1.3	3.6	4.6	2.4	-6.4	1.3	0.9	4.6	-2.2
CCc1ccc(Nc2ncc3c(n2)CC(C)CC3=O)cc1 (stereo unspecified)	-4.7	1.3	-1.4	2.5	0.6	0.5	1.0	1.0	-5.0	1.8
CCC(CC)C(=O)Nc1cccc(C(=O)NC(C)(C)C)c1	0.5	0.2	0.7	2.9	1.1	0.3	2.9	1.9	-4.0	0.9
CCOc1cc(C)c(S(=O)(=O)Nc2ccc(Cl)cn2)cc1C	4.4	-7.2	-5.0	-0.9	5.2	-5.0	1.2	2.7	20.4	-0.5
COc1ccc(NC(=O)c2nc[nH]c2C(=O)N[C@@H](C)c2ccccc2)cc1	-1.5	-18.1	-35.5	-2.3	11.4	-10.7	-3.0	-7.0	1.2	2.0
O=C(CSc1nc2ccccc2c(=O)n1-c1ccccc1)c1c[nH]c2ccccc12	1.7	0.1	-1.4	0.2	3.4	-17.4	-1.7	9.5	10.8	1.8
CCc1ccccc1NC(=O)CN1CCN(C(=O)CNC(=O)c2ccccc2F)CC1	-0.1	-3.6	4.2	-0.3	0.6	6.7	-6.0	-2.5	-5.1	-3.1
O=C1Nc2ccccc2C(O)(C(=O)NCc2ccc3c(c2)OCO3)N1c1ccccc1 (stereo unspecified)	4.7	10.6	-4.3	-0.6	-8.8	9.9	4.8	0.1	-3.0	6.0
Cc1cc(OCC(=O)NCC(c2ccc(F)cc2)N2CCOCC2)ccc1Cl (stereo unspecified)	-1.4	-0.8	5.2	-0.1	5.0	-7.0	-1.5	-7.8	0.3	-0.6
O=S(=O)(c1ccc(F)cc1)c1nc(-c2ccccc2F)oc1N1CCCCC1	-2.6	-1.2	-6.2	1.4	-0.1	0.7	4.9	-0.3	0.5	10.9
Cc1cccc(C)c1NC(=O)C1(C)CN(S(C)(=O)=O)CC(=O)N1CC(F)(F)F (stereo unspecified)	0.0	-1.5	·	-0.4	-0.3	0.9	-3.5	5.8	1.9	-3.0
